Screening data (PubChem)
HT1080NT lethal – kills 2HG-producing HT-1080-NT fibrosarcoma cells | Potency, µM (titrated, usually from 46.1 µM), inactives show top-dose activity, negative = less viability, hits mostly cytotoxic | 1.6% of 360,000 active | HT-1080-NT fibrosarcoma viability, CellTiter-Glo ATP luminescence, 48 h | AID 686970;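 note: NT is the 2HG producing partner of a matched IDH1 knockdown line; potency is the fitted concentration of half-maximal effect; 0% = DMSO-treated cells and -100% = media-only wells without cells; nearly all actives have a fitted effect of over 55% in size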
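Fibrosarcoma NT cells, 750 per well in 5% FBS RPMI, were exposed to compound for 48 hours. Viability: CellTiter-Glo luminescence.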
MCF10A rerep – DNA re-replication induction in MCF 10a cells. MCF 10A DNA re-replication, Hoechst nuclear intensity, 48 h. Potency, µM (titrated, usually from 46.1 µM), for the others: at the highest dose activity, positive = re-replication, actives largely listed as activators. 2.9% of 350,000 active; note: potency is the fitted concentration of half-maximal effect; % of control where 0% means no effect; nearly all actives have a fitted effect of over 50% in size
KB-3-1 cytotox – kills parental KB-3-1 adenocarcinoma cells; KB-3-1 viability, CellTiter-Glo ATP luminescence, 72 h; Potency, µM (top dose mostly 46.1 µM), for inactives: top-dose activity change, negative = cytotoxic, actives largely listed as cytotoxic; 1.4% of 400,000 active; note: potency is the fitted concentration of half-maximal effect; % is set by controls: 0 for no effect and ±100 for the full control effect; nearly all actives have a fitted effect of over 60% in size
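Viability of parental KB-3-1 cells, measured by CellTiter-Glo luminescence, followed a 72 h incubation at 37 °C with pinned compounds in phenol-red-free DMEM containing 10% FBS.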
HT1080 IDH1KD tx – HT-1080 IDH1 knockdown cell toxicity (counter line); HT-1080 IDH1 knockdown viability, ATP luminescence, 48 h; Potency, µM (titrated, usually from 46.1 µM), for inactives: at the top dose activity, negative = toxicity, actives largely listed as cytotoxic; 2% of 360,000 active;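 note: potency is the fitted concentration of half-maximal effect; 0% = DMSO wells and -100% = cell-free medium wells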
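Assay cells: HT-1080 with IDH1 knockdown, 750 per well, RPMI/5% FBS. Exposure: 48 h at 37 °C following 2 h pre-incubation. Read: CellTiter-Glo luminescence; fitted concentration-response, curve class assigned.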
IL-1B inflam inh – inflammasome signaling inhibition, IL-1 beta readout | THP-1 LPS/ATP IL-1B secretion, AlphaLISA, 16 h; hits give low values | 4.7% of 360,000 active | activity change, % at 57.5 µM; in the data active = activity change below about -50%; inconclusive = mostly about -30% to -49%; note: % is set by controls: 0 for no effect and ±100 for the full control effect
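THP-1 cells pretreated 1 hr with compounds (up to 57.5 uM final), then stimulated with LPS (250 ng/mL final) plus ATP (1.25 mM final); secreted IL-1B measured by AlphaLISA after 16 hr, decreased signal indicating inhibition.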
ATXN2 expr inh – reduces ATXN2 reporter expression in HEK-293 cells; HEK-293 ATXN2-luciferase reporter, luminescence, 24 h; Potency, µM (doses to about 57 µM), for inactives: at the top dose activity change, negative = inhibition, hits mostly inhibitors; 0.72% of 360,000 active; note: potency is the fitted concentration of half-maximal effect; % is set by controls: 0 for no effect and ±100 for the full control effect; nearly all actives have a fitted effect of over 55% in size
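qHTS (up to 57 uM final) was run with 24 h compound exposure of reporter cells at 37 °C. Each well was multiplexed: SteadyGlo luminescence measured ATXN2-luciferase expression after a fluorogenic Gly-Phe-AFC viability readout (25 uM final).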
S2 tox – reduces viability in counter-screen for ATXN expression inhibitors. S2 cells (HEK-293 line with an ATXN2-luciferase reporter) viability, CellTiter-Fluor protease fluorescence, 24 h. Potency, µM (highest dose often 56.7 µM), most hits filed as cytotoxic. 0.49% of 400,000 active. AID 651635; note: potency is the fitted concentration of half-maximal effect; nearly all actives have a fitted effect of over 40% in size
SW480 rereplic – inducers of DNA re-replication in SW480 colon cancer cells; SW480 DNA re-replication, Hoechst DNA content imaging, 48 h; Potency, µM (highest dose often 46.1 µM), without a hit: top-dose re-replication activation, actives largely listed as activators; 1.8% of 340,000 active; note: potency is the fitted concentration of half-maximal effect; % of control where 0% means no effect; nearly all actives have a fitted effect of over 55% in size
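First, 250 cells per well were seeded. Next, compound or vehicle (23 nL) was pinned in, plates sat 48 hr at 37 C. Finally Hoechst was added for 40 min before fluorescence scanning.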
KB-V1 MDR tox – kills drug-selected multidrug resistant KB-V1 cells. KB-V1 MDR cells viability, CellTiter-Glo, 72 h. Potency, µM (top dose mostly 46.1 µM), for inactives: top-dose activity change, negative = cytotoxicity, actives largely listed as cytotoxic. 3.4% of 400,000 active. AID 1347076; note: potency is the fitted concentration of half-maximal effect; % is set by controls: 0 for no effect and ±100 for the full control effect; nearly all actives have a fitted effect of over 60% in size
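KB-V1 MDR subline cells in DMEM (phenol-red free, 10% FBS) exposed to compounds in qHTS concentration series for 72 h at 37 degrees C. Viability read by CellTiter-Glo luminescence; concentration-effect curves fitted after normalization and correction.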
* = called active by the depositor; i = inactive; ? = inconclusive; nt = not tested or not shown; [ ] = dose if it differs, or a comment. Unless noted, calls come from the whole dose curve; as a rule, active = well fitted curve in the direction sought with a large enough effect; inconclusive = small, poorly fitted or top-dose-only effect, or another doubt; inactive = no such curve, though single readings can be large; an effect the other way counts as inactive or inconclusive.

1) O=C(CCCn1c(=O)c2sccc2n(Cc2ccc(F)cc2)c1=O)NCc1ccco1
2) CCn1c(CNc2ccc(Cl)cc2)nnc1SCCN1CCCCC1
3) Cc1cc(Nc2cc(F)ccc2C)n2nc(C)nc2n1
4) Cc1ccccc1C(=O)Nc1nnc(CC(=O)N/N=C/c2cn(Cc3ccccc3)c3ccccc23)s1
5) CC1SC(=NC(=O)c2ccncc2)NC1=O (stereo not given)
6) CSc1ccc(/C=N/NC(=O)CNc2ccc3ccccc3c2)cc1

assay / entry | 1 | 2 | 3 | 4 | 5 | 6
HT1080NT lethal | 10µM* | -6% | -4% | -17% | 25% | ?
MCF10A rerep | 6% | ? | -2% | 6.5µM* | 6% | ?
KB-3-1 cytotox | ? | -17% | 1% | ? | -11% | 29%
HT1080 IDH1KD tx | ? | -4% | -6% | -20% | ? | -18%
IL-1B inflam inh | 34 | -5 | 2 | 10 | 1 | 0
ATXN2 expr inh | -27% | -4% | 0% | ? | -5% | 12%
S2 tox | i | i | i | ? | i | i
SW480 rereplic | 6% | 1% | -5% | 21µM* | 4% | 7%
KB-V1 MDR tox | 0% | -20% | -21% | 11% | 6% | -18%

Compounds from the list above with an aryl thioether with sulfur outside any ring, in the order listed:
2) CCn1c(CNc2ccc(Cl)cc2)nnc1SCCN1CCCCC1
6) CSc1ccc(/C=N/NC(=O)CNc2ccc3ccccc3c2)cc1

assay / entry | 2 | 6
HT1080NT lethal | -6% | ?
MCF10A rerep | ? | ?
KB-3-1 cytotox | -17% | 29%
HT1080 IDH1KD tx | -4% | -18%
IL-1B inflam inh | -5 | 0
ATXN2 expr inh | -4% | 12%
S2 tox | i | i
SW480 rereplic | 1% | 7%
KB-V1 MDR tox | -20% | -18%

Continued.
7) CCn1c(=O)c(CCC(=O)N2CCN(c3ccccn3)CC2)c(C)c2c(C)nn(-c3cccc(C)c3)c21
8) C#CC(C)(C)NC(=O)c1ccc(-c2ccccc2F)cc1
9) CN(CC(=O)Nc1ccc(F)c(F)c1F)C(=O)CCN1C(=O)C2CCCCC2C1=O (stereo not given)
10) CCOc1cccc2cc(C(=O)N3CCc4ccccc43)c(=O)oc12
11) Cc1ccc(SCc2cc(=O)[nH]c(SCC(=O)Nc3cc(Cl)ccc3Cl)n2)cc1
12) COc1ccc(CNC(=O)CN(C(=O)c2snc(C(N)=O)c2N)c2ccc(F)cc2)cc1

assay / entry | 7 | 8 | 9 | 10 | 11 | 12
HT1080NT lethal | 15% | 1% | 10% | -2% | 8% | 1%
MCF10A rerep | 1% | 6% | 1% | -13% | ? | 0%
KB-3-1 cytotox | 1% | 0% | -21% | 1% | -15% | -4%
HT1080 IDH1KD tx | 12% | -3% | 0% | -24% | 2% | 9%
IL-1B inflam inh | 10 | -29 | 12 | 18 | 22 | -6
ATXN2 expr inh | nt | 15% | 5% | 32% | -14% | -15%
S2 tox | ? | i | i | i | i | i
SW480 rereplic | 21% | -12% | ? | 0% | -3% | -2%
KB-V1 MDR tox | -8% | 2% | 14% | -1% | 7% | ?

An excerpt from above, reduced to KB-V1 MDR tox and SW480 rereplic.
no. | smiles | KB-V1 MDR tox | SW480 rereplic
7 | CCn1c(=O)c(CCC(=O)N2CCN(c3ccccn3)CC2)c(C)c2c(C)nn(-c3cccc(C)c3)c21 | -8% | 21%
10 | CCOc1cccc2cc(C(=O)N3CCc4ccccc43)c(=O)oc12 | -1% | 0%
9 | CN(CC(=O)Nc1ccc(F)c(F)c1F)C(=O)CCN1C(=O)C2CCCCC2C1=O (stereo not given) | 14% | ?
11 | Cc1ccc(SCc2cc(=O)[nH]c(SCC(=O)Nc3cc(Cl)ccc3Cl)n2)cc1 | 7% | -3%
8 | C#CC(C)(C)NC(=O)c1ccc(-c2ccccc2F)cc1 | 2% | -12%
12 | COc1ccc(CNC(=O)CN(C(=O)c2snc(C(N)=O)c2N)c2ccc(F)cc2)cc1 | ? | -2%

The list continues:
13) COC(=O)c1ccc(NS(=O)(=O)NC(=O)c2c[nH]c3ccccc23)cc1
14) CCc1ccccc1Oc1nc(NCc2ccccc2)nc2ccsc12
15) COc1ccccc1N1CCN(C(=O)CN(CCc2ccccc2)S(C)(=O)=O)CC1
16) O=S(=O)(NCCc1csc(-c2ccc(F)cc2)n1)c1ccc(F)cc1F
17) CCCCNC(=O)CSc1cc(=O)n(C)c2ccccc12
18) COc1cc(C2NC(=O)C(C#N)=C(Nc3cccc(C)c3)S2)ccc1O (stereo not given)
19) CCOC(=O)[C@@H]1[C@H]2COc3cc(OC)ccc3[C@@H]2N2C(=O)N(c3ccc(OC)cc3)C(=O)[C@]12C
20) Nc1nc(COC(=O)CCC(=O)c2ccccc2)nc(Nc2ccccc2)n1
21) CCOc1cc(/C=N/n2cnnc2)ccc1OCC(=O)Nc1ccccc1OC

assay / entry | 13 | 14 | 15 | 16 | 17 | 18 | 19 | 20 | 21
HT1080NT lethal | ? | ? | 4% | nt | 28% | 0% | 0% | 6% | 17%
MCF10A rerep | -41%[inhibitor] | nt | -3% | nt | -1% | ? | ? | 13% | -1%
KB-3-1 cytotox | -3% | ? | -7% | ? | -8% | 4% | -4% | 1% | 21%
HT1080 IDH1KD tx | ? | ? | 13% | nt | 18% | -8% | 19% | -1% | 12%
IL-1B inflam inh | 9 | 37 | 1 | nt | -5 | 16 | -14 | -1 | -4
ATXN2 expr inh | -6% | -18% | 1% | ? | -24% | nt | 6% | 28% | -6%
S2 tox | i | i | i | i | ? | i | i | i | i
SW480 rereplic | 4% | nt | -6% | nt | -13% | 1% | -5% | -46%[inhibitor] | 2%
KB-V1 MDR tox | ? | ? | 9.2µM* | -5% | -21% | -2% | 6% | -1% | -1%

One compound at a time (already shown).
`CCOC(=O)[C@@H]1[C@H]2COc3cc(OC)ccc3[C@@H]2N2C(=O)N(c3ccc(OC)cc3)C(=O)[C@]12C` in the list: HT1080NT lethal = 0%; MCF10A rerep = ?; KB-3-1 cytotox = -4%; HT1080 IDH1KD tx = 19%; IL-1B inflam inh = -14; ATXN2 expr inh = 6%; S2 tox = i; SW480 rereplic = -5%; KB-V1 MDR tox = 6%
`Cc1ccccc1C(=O)Nc1nnc(CC(=O)N/N=C/c2cn(Cc3ccccc3)c3ccccc23)s1` in the list: HT1080NT lethal = -17%; MCF10A rerep = 6.5µM*; KB-3-1 cytotox = ?; HT1080 IDH1KD tx = -20%; IL-1B inflam inh = 10; ATXN2 expr inh = ?; S2 tox = ?; SW480 rereplic = 21µM*; KB-V1 MDR tox = 11%
